From PubChem BioAssay
S1P1 ag pot – S1P1 (human) agonism or agonism potentiation. P21453. S1P1 CRE-bla cells, forskolin, beta-lactamase FRET, potentiator mode; S1P1 agonist co-added at EC20, 2 nM; 100% = saturating reference agonist, 0% = basal. activation, % at 9.5 µM. 56,000 compounds, 0.57% hits;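 active = activation above a cutoff set at the mean activation of all tested compounds plus 3 SD, cut at about 54% in these data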;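 also: forskolin at 4 µM as EC80 and the EC20 agonist is SEW2871; 100% = SEW2871 at its EC100 plus forskolin at EC80; some compounds past the cut are filed as inactive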
S1P3 ag – agonists of human S1P3 receptor; AID 373; 60,000 compounds, 0.1% hits; activation, % at 4.5 µM; S1P3 NFAT-BLA reporter cells, agonism, FRET ratio; relative to 1 µM S1P, basal subtracted;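 active = activation above the screen-wide mean plus 3 SD, cut at about 4.5% in these data, passing the limit was not always enough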; also: some compounds called inactive have numbers as strong as hits
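Assay system: stable CHO line with human S1P3, Gα16, NFAT-BLA reporter; Detection: FRET β-lactamase substrate fluorescence, excitation 405 nm, 460/535 nm emission ratio, background-subtracted; Read-out: percent activation versus median 1 µM S1P response, basal-subtracted, per plate; Incubation: cells plated overnight, compound 4 h 37 °C, substrate 2 h RT.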
SF1 activator – SF-1 (human) activation; Q13285; CHO-K1 Gal4-SF-1 LBD luciferase reporter; % increase over DMSO SF-1-specific signal; activation, % at 10 µM; 65,000 compounds, 1.9% hits; AID 522;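 active = activation above the mean activation of all tested compounds plus 3 SD, cut at about 50% in these data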
Target sequence (Q13285 whole entry, looked up, the tested form may be a part): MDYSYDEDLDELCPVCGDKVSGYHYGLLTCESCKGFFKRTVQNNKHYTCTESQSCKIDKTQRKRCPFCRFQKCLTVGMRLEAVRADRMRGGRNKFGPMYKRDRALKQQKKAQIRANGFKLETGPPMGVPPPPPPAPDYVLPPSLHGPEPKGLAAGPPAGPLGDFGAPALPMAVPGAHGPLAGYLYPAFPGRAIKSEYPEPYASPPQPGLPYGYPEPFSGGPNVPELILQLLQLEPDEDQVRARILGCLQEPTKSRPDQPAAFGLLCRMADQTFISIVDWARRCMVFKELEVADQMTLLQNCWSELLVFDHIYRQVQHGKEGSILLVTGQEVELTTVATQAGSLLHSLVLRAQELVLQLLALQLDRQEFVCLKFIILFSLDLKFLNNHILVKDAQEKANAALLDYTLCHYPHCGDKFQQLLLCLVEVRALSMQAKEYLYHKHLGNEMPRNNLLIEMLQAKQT
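Compound – one dose, 10 µM compound, 1% DMSO · Test system – transient Gal4-SF-1 LBD reporter, CHO-K1 · Input – 4,000 cells in each well · Read-out basis – percent activation relative to DMSO median and mock-transfected background · Replicates – single measurement per compound · Technique – steady-glow luciferase luminescence, read after 15 min reagent incubation · Timing – 20 h compound treatment, 37 °C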
RORa activator – activates the human nuclear receptor RORA | P35398 | CHO-K1 Gal4-RORA LBD luciferase reporter, luminescence; percent increase over mock-subtracted basal signal | activation, % at 10 µM | 65,000 compounds, 1.5% hits | AID 560;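 active = activation above the mean of all tested compounds plus 3 SD, cut at about 49% in these data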;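 also: 0% = DMSO-treated RORA cells and 100% = added signal equal to DMSO minus mock-transfected cells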
Target sequence (P35398 whole entry, looked up, the tested form may be a part): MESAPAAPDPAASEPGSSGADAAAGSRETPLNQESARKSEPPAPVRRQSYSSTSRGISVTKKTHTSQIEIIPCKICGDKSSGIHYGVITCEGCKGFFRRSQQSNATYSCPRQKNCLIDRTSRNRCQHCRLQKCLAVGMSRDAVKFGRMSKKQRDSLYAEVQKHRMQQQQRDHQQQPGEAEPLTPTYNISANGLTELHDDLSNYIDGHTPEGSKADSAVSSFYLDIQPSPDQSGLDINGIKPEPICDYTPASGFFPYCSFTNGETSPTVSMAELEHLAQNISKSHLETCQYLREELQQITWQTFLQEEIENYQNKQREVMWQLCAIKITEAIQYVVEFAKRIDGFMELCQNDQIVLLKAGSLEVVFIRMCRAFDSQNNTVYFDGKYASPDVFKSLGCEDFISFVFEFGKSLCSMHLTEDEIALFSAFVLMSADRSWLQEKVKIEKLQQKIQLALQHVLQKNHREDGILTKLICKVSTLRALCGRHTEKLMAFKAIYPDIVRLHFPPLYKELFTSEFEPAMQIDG
tolC growth inh – blocks growth of E. coli BW25113 tolC mutant. OD615. growth inhibition, % at 10 µM (by protocol). 65,000 compounds, 2.2% hits;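 active = growth inhibition at or above a cutoff equal to the mean over every tested compound plus 3 SD, cut at about 60% in these data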;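 also: growth measured after 20 h incubation at 37 °C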
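Test system: E. coli BW25113 ΔtolC::kan bacteria; incubation: 37 °C, 20 h exposure; medium: LB broth supplemented with 50 µg/mL kanamycin; read-out basis: percent growth inhibition; signal: A615 absorbance measurement; compound: 10 µM final, single dose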
AP ELISA ortho – alternative pathway complement inhibition, orthogonal assay; inhibition, % at 5 µM; AID 1235; Human serum alternative complement pathway, LPS-coated ELISA, C3 deposition; tested in compound mixtures; 62,000 compounds, 0.08% hits;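 active = inhibition above 30% in each of the two pooled mixtures holding the compound, so the lower value exceeds 30%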;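 also: 0% = serum in Mg-EGTA without compound and 100% = EDTA serum blank; some compounds past the cut are filed as inactive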
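Assay system: Human serum alternative complement pathway, C3 deposition on LPS-coated wells | Incubation: 1 h serum-compound exposure at 37 °C | Doses: 5 µM per compound in ten-compound mixtures | Read-out: Percent inhibition | Technique: ELISA with HRP anti-human C3 antibody, TMB substrate, absorbance 450 nm | Replication: Two pool placements per compound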
5HT1E ag – agonists of human 5-HT1E serotonin receptor; P28566; CHO 5-HT1E Ga15 NFAT-bla reporter, FRET; 0% DMSO wells, 100% control agonist wells; activation, % at 6 µM; 65,000 compounds, 0.69% hits;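 active = activation above a set limit, the screen-wide mean activation plus 3 SD, cut at about 8.5% in these data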;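 also: 100% = positive control agonist at 1 µM giving full maximal response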
5HT1a antag – blocks the human serotonin 5-HT1a receptor. 62,000 compounds, 0.68% hits. inhibition, % at 10 µM. CHO 5-HT1a Ga15 NFAT-bla reporter, antagonist mode. P08908;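 active = inhibition above the mean of all tested compounds plus 3 SD, cut at about 43% in these data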;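 also: receptor stimulated by 5-CT agonist at 100 nM near EC80; beta-lactamase reporter measured by ratiometric fluorescence of a cleavable substrate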
5HT1E antag – 5-HT1E (human) receptor antagonism; CHO 5-HT1E Ga15 NFAT-bla reporter, FRET, antagonist; AID 571; 65,000 compounds, 0.99% hits; inhibition, % at 6 µM; P28566;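 active = inhibition above a set limit, the mean inhibition across every tested compound plus 3 SD, cut at about 29% in these data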;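 also: signal is the 460 over 535 nm emission ratio of beta-lactamase substrate; 0% = agonist plus DMSO wells and 100% = wells without agonist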
* = called active by the depositor; . = not tested or not shown; & = joins results of further samples. Random draw from the library (roughly 7.1% active in at least one column).

item	compound	S1P1 ag pot	S1P3 ag	SF1 activator	RORa activator	tolC growth inh
1	O=C(Nc1ccc(F)cc1)N1CCC(c2nc3c(nnn3Cc3cccc(Cl)c3)c(=O)[nH]2)CC1	-61	0.0	5	-8	100*
2	O=C(OCC(=O)N1CCCCC1)c1cc2ccccc2cc1O	0	-1.0	19	-14	15
3	CCC(C)n1cnc2c(c1=O)c1nc3ccccc3nc1n2Cc1ccc2c(c1)OCO2 (centres undefined)	-24	-0.6	20	-24	46
4	O=C(O)c1ccc(CS(=O)(=O)c2cccc(C(F)(F)F)c2)o1	-30	1.4	-10	-3	-8
5	CCn1c(=O)cc(OCC(=O)N2CCN(C(=O)c3ccco3)CC2)c2ccccc21	-26	-1.4	7	1	-9
6	CCOC(=O)C1C(=O)NC(SC)=C(C#N)C1c1ccccc1F (centres undefined)	.	.	16	8	8
7	O=C(NCCN1CCOCC1)C1CCC(=O)N1C1CCCCC1 (centres undefined)	-12	0.5	-11	0	-15
8	COc1ccc(N(CC(=O)NCc2ccccc2OC)S(=O)(=O)c2c(C)nn(C)c2C)cc1	-6	0.6	2	9	0
9	CCNc1nc(NC#N)nc(SCC(=O)OCC)n1	-18	0.6	-10	1	-10
10	COCCn1nnnc1CN(CCc1ccc(OC)c(OC)c1)Cc1cc2ccc(C)cc2[nH]c1=O	-1	-0.6	-2	3	6
11	CCCCn1c(CN2CCN(C(=O)OCC)CC2)nc2c1c(=O)n(C)c(=O)n2C	-7	-0.5	-4	4	8
12	COc1ccc(NC(=O)c2ccc(Cl)c(S(=O)(=O)N3CCc4ccccc4C3)c2)cn1	-10	-0.3	5	-7	62*

item	AP ELISA ortho	5HT1E ag	5HT1a antag	5HT1E antag
1	14	0.8	-2	4
2	2	-0.8	1	6
3	12	1.7	21	23
4	8	-0.1	-4	0
5	14	-0.2	6	-6
6	0	-1.5	11	4
7	8	0.3	2	-9
8	8	1.3	-3	7
9	-5	-0.1	2	-4
10	12	0.3	8	22
11	-12	1.3	2	-1
12	3	0.8	5	-8

(continued)
item	compound	S1P1 ag pot	S1P3 ag	SF1 activator	RORa activator	tolC growth inh
13	O=C(c1ccccc1-c1nc2ccccc2[nH]1)N1CCCCC1	-28	-0.2	6	-24	-9
14	C=CCn1c(CCNC(=O)C(C)(C)C)nc2ccccc21	.	.	20	-14	6
15	CC(=O)c1cccc(OCCN2C(=O)NC(C)(C)C2=O)c1	.	-0.4	-12	-11	-11
16	CCNc1nc(C)c2cc(Br)c(=O)n(CC)c2n1	-35	-2.2	-35	-17	8
17	Cc1cnc(C(=O)OCC(=O)NC(=O)NC(C)C)cn1	4	0.0	-1	-20	-25
18	CCS(=O)(=O)NCCc1ccc(OC)c(OC)c1	.	-0.4	-4	-9	-14
19	Cc1cc(C)cc(OCC(=O)NC2=NCCS2)c1	.	-0.7	-3	-6	6
20	CCN1CCc2c(C#N)c(NCc3ccccc3)nc(NCCO)c2C1	-10	-4.9	-16	-25	6
21	CCOC(=O)c1nnn(-c2nonc2N)c1CN1CCCCCC1	-11	-0.4	8	6	-31
22	CCOc1ccc(NC(=O)CN(C)c2nnnn2-c2ccccc2)cc1OCC	.	.	4	12	3
23	COc1ccc(-c2nnc3sc(-c4c(OC)cccc4OC)nn23)cc1	2	-1.7	-16	-7	17
24	O=C(O)C1C2C=CC3(O2)C1C(=O)N1c2ccccc2C2OCCC2C13 (centres undefined)	.	0.1	0	-6	-8

item	AP ELISA ortho	5HT1E ag	5HT1a antag	5HT1E antag
13	2	0.9	-2	-6
14	13	-1.1	-1	0
15	24	-0.4	-9	1
16	12	-0.9	42	58*
17	6	1.2	-5	4
18	-7	0.8	-3	-3
19	12	-0.8	3	1
20	.	-0.5	.	5
21	11	0.7	18	7
22	11	-0.8	-7	9
23	5	0.5	.	26
24	12	0.1	-3	-13

The listing continues.
item	compound	S1P1 ag pot	S1P3 ag	SF1 activator	RORa activator	tolC growth inh
25	CCn1c(=O)cc(OCC(=O)Nc2cccnc2)c2ccccc21	-20	0.4	-13	-1	-9
26	CCc1ccc(OCC(=O)NCc2ccco2)c(Br)c1	11	-0.6	16	6	11
27	CCOC(=O)c1c(CN2CCOCC2)n(C)c2cc(Br)c(O)c(CN(C)C)c12	-2	-0.3	8	-17	2&3
28	CC(NC(=O)c1ccc(F)cc1)C(c1cccs1)N1CCN(C)CC1 (centres undefined)	-13	0.0	-5	-14	-22
29	CCOC(=O)c1c(NC(=O)CSc2nnc(-c3cccnc3)o2)sc(C)c1C	-7	-0.7	-13	5	17
30	CCN(c1cccc(C)c1)c1ncnc2nc[nH]c12	11	-1.6	-2	16	2
31	COc1ccc(-c2c3c(=O)n(C)c(=O)n(C)c3cn2NC(C)=O)cc1	1	0.9	15	9	-14
32	COc1cccc(-n2nnc3c(=O)n(Cc4ccccc4F)cnc32)c1	-2	-0.6	13	-14	-5
33	CCN(CC)S(=O)(=O)c1ccc2[nH]cc(C(=O)NCCc3ccc(OC)c(OC)c3)c(=O)c2c1	.	.	2	8	3
34	Cn1c2c(c3ccccc31)CCSC2=O	-4	0.6	-19	-18	27
35	CC(C)n1c2ccccc2c2nc3ccccc3nc21	-38	0.2	-10	13	100*
36	N#Cc1c(SCC(N)=O)nsc1SCc1ccc(Cl)cc1	12	-5.4	6	-18	4

item	AP ELISA ortho	5HT1E ag	5HT1a antag	5HT1E antag
25	19	-0.4	0	-2
26	-6	-0.7	-1	-3
27	.	-0.1	-8	13
28	-8	0.4	-18	0
29	1	-0.9	0	1
30	11	-0.7	14	6
31	-5	0.3	-13	-3
32	-1	-0.7	1	1
33	-3	0.3	-9	3
34	12	0.2	-26	7
35	0	0.1	6	32*
36	.	-0.9	.	14

Continued, overlapping the part above by 4 compounds.
item	compound	S1P1 ag pot	S1P3 ag	SF1 activator	RORa activator	tolC growth inh
33	CCN(CC)S(=O)(=O)c1ccc2[nH]cc(C(=O)NCCc3ccc(OC)c(OC)c3)c(=O)c2c1	.	.	2	8	3
34	Cn1c2c(c3ccccc31)CCSC2=O	-4	0.6	-19	-18	27
35	CC(C)n1c2ccccc2c2nc3ccccc3nc21	-38	0.2	-10	13	100*
36	N#Cc1c(SCC(N)=O)nsc1SCc1ccc(Cl)cc1	12	-5.4	6	-18	4
37	CCOC(=O)C1CCN(C(=O)CNS(=O)(=O)c2cccs2)CC1	.	.	7	-14	-13
38	COC(=O)c1ccc(NC(=O)c2cccc(OC)c2)cc1	-4	-0.7	11	49*	36
39	CC(C)CC1(C)NC(=O)N(CC(=O)NC(=O)Nc2ccc3c(c2)OCCO3)C1=O (centres undefined)	.	.	4	8	12
40	O=S(=O)(c1cccc2cccnc12)N1CCN(Cc2ccc3c(c2)OCO3)CC1	-9	-0.1	26	24	12
41	O=C(CSc1nnc(-c2ccccc2Cl)o1)N1CCCCC1	-22	-1.5	20	65*	5
42	CCCC(C(=O)NCc1ccco1)N(C(=O)CNS(=O)(=O)c1ccccc1)c1ccccc1OC (centres undefined)	6	-0.1	-16	1	.
43	O=C(NCc1ccco1)C(C(=O)c1ccc(F)cc1)n1ccccc1=O (centres undefined)	15	0.5	7	2	97*
44	CC(=O)c1cccc(N2C(=NC(=O)C(C)C)SC3CS(=O)(=O)CC32)c1 (centres undefined)	-16	-1.3	-1	9	-5
45	O=C(O)C1C2C=CC3(CN(c4cccc(C(F)(F)F)c4)C(=O)C13)O2 (centres undefined)	-5	-0.2	3	-13	-3
46	CC(C)NC(=O)C1CCCN(S(C)(=O)=O)C1 (centres undefined)	.	.	10	-15	7
47	Cc1ccc(-c2nc(CN(C)C)cc(CN(C)C)c2O)cc1	16	-0.6	-4	10	-13
48	COC(=O)c1cc(OC)c(OC)cc1NC(=O)c1c(C)noc1C	-9	0.5	11	-15	8

item	AP ELISA ortho	5HT1E ag	5HT1a antag	5HT1E antag
33	-3	0.3	-9	3
34	12	0.2	-26	7
35	0	0.1	6	32*
36	.	-0.9	.	14
37	4	0.3	-6	0
38	21	0.4	5	6
39	0	-0.9	8	1
40	3	0.3	-2	-5
41	1	0.7	-6	-5
42	1	0.5	8	2
43	7	-0.5	12	-3
44	-3	-0.2	11	7
45	-6	0.3	-7	1
46	3	0.3	-2	0
47	-8	-1.6	2	-1
48	4	0.3	-6	-17

The list continues.
item	compound	S1P1 ag pot	S1P3 ag	SF1 activator	RORa activator	tolC growth inh
49	CC(OC(=O)CNC(=O)C12CC3CC(CC(C3)C1)C2)C(=O)Nc1ccc(N2CCOCC2)cc1 (centres undefined)	.	.	12	18	-6
50	COc1ccc(C2C(C#N)=C(/N=C/N3CCN(C)CC3)OC3=C2C(=O)CC(C)(C)C3)cc1OC (centres undefined)	-7	0.1	-13	2	-6
51	Cn1c(Cn2cnc3ccccc32)nc2ccccc21	6	-1.0	-6	-23	10
52	COc1ccccc1NC(=O)Oc1ccc(NC(=O)c2ccco2)cc1	-8	-0.7	-2	8	-8
53	Cc1nnc(NC(=O)CSc2nnc(Cc3ccccc3)n2-c2ccccc2)s1	.	-0.1	5	7	5
54	CC(C)(/C=N/O)/[N+]([O-])=C/c1ccco1	-14	-0.7	-2	11	-16
55	Cc1cc(Nc2ccccc2)nn1C(=O)c1ccccc1	7	-1.2	-1	-18	30
56	O=C(Oc1ccc(-c2nc(-c3ccccn3)no2)cc1)c1ccccc1	.	-0.5	-50	-38	4
57	COc1ccc(Cl)cc1-c1nc(-c2ccc(Br)o2)no1	14	-0.2	10	-18	-20
58	O=C(O)c1oc2ccccc2c1CSc1ccccn1	-4	-0.5	-7	3	18
59	CCOc1ccc(-c2nn[nH]n2)cc1	4	-2.1	32	13	-3

item	AP ELISA ortho	5HT1E ag	5HT1a antag	5HT1E antag
49	8	-0.6	-6	8
50	13	0.2	-17	-6
51	.	0.2	.	-17
52	-3	0.7	12	-4
53	-2	-1.2	6	1
54	2	0.2	6	3
55	6	-0.3	0	7
56	10	0.1	-7	1
57	22	0.4	7	0
58	10	0.9	4	0
59	7	-0.4	12	7
